GALK inh = galactokinase (human) inhibition; Purified GALK, Kinase-Glo residual ATP luminescence; 270,000 compounds, 0.007% hits; Potency, µM (highest dose often 57.5 µM), without a hit: at the top dose activity change, negative = inhibition, hits mostly inhibitors; P51570; AID 1868; also: potency is read from the fitted curve at half-maximal effect; % is scaled to controls: 0 for no effect and ±100 for the full control effect
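The enzyme phosphorylates galactose (100 uM) using ATP (35 uM); inhibition is detected as higher residual ATP, quantified by bioluminescence after 1 h reaction at room temperature, pH 8.0.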
CXXC DNA block = inhibitors of human MLL CXXC domain-DNA interaction. Potency, µM (series often up to 115 µM), without a hit: at the highest dose activity change, negative = inhibition, hits mostly inhibitors. MLL-CXXC / FITC-HOXA9 DNA fluorescence polarization. 290,000 compounds, 0.037% hits; active = well fitted inhibition curve with a large enough effect in the polarisation, with a control signal flat, not every such curve was filed as active; inconclusive = small, poorly fitted or top-dose-only effect, or effect the other way, or a change in a side signal; inactive = no such curve, though single readings can be large or run the other way; the % refers to the polarisation; also: potency is read from the fitted curve at half-maximal effect
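Fluorescence polarization: 7 uM MLL-CXXC (stock) preincubated 5 min with compounds, then 50 nM fluorescein-HOX-A9 DNA (stock) added; 30 min ambient. Buffer 50 mM Tris-HCl pH 7.5, 50 mM NaCl, 1 mM DTT, 0.05% BSA.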
TSHR antag = blocks TSH signaling through the human TSH receptor | TSHR-expressing cells, TSH-stimulated cAMP HTRF, 2 h; stronger effect = lower value | activity change, negative = inhibition, % at 11.5 µM | P16473 | 330,000 compounds, 0.2% hits | AID 504810;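 active = activity change below a set negative limit, meaning inhibition stronger than a set level, cut at about -70% in these data; inconclusive = activity change between two set negative limits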; also: % is scaled to controls: 0 for no effect and ±100 for the full control effect
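TSHR-expressing cells, 200/well, pre-treated with compound, then stimulated with EC80 TSH (4nM final) for 2 hours at 37 deg C. cAMP measured by competitive HTRF: anti-cAMP cryptate antibody in lysis buffer plus cAMP-d2, read after 30 minutes at room temperature.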
hERG WT inh = inhibitors of human wildtype KCNH2 potassium channel | Q12809 | 340,000 compounds, 0.37% hits | U2OS, BacMam KCNH2, thallium flux FluxOr; stronger effect = lower value | AID 720551 | activity change, % at 1.84 µM;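 active = maximum activity change below -70%; inconclusive = maximum activity change between -70% and -50%; inactive = maximum activity change above -50%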; also: % is scaled to controls: 0 for no effect and ±100 for the full control effect
Target sequence (Q12809 whole entry, looked up): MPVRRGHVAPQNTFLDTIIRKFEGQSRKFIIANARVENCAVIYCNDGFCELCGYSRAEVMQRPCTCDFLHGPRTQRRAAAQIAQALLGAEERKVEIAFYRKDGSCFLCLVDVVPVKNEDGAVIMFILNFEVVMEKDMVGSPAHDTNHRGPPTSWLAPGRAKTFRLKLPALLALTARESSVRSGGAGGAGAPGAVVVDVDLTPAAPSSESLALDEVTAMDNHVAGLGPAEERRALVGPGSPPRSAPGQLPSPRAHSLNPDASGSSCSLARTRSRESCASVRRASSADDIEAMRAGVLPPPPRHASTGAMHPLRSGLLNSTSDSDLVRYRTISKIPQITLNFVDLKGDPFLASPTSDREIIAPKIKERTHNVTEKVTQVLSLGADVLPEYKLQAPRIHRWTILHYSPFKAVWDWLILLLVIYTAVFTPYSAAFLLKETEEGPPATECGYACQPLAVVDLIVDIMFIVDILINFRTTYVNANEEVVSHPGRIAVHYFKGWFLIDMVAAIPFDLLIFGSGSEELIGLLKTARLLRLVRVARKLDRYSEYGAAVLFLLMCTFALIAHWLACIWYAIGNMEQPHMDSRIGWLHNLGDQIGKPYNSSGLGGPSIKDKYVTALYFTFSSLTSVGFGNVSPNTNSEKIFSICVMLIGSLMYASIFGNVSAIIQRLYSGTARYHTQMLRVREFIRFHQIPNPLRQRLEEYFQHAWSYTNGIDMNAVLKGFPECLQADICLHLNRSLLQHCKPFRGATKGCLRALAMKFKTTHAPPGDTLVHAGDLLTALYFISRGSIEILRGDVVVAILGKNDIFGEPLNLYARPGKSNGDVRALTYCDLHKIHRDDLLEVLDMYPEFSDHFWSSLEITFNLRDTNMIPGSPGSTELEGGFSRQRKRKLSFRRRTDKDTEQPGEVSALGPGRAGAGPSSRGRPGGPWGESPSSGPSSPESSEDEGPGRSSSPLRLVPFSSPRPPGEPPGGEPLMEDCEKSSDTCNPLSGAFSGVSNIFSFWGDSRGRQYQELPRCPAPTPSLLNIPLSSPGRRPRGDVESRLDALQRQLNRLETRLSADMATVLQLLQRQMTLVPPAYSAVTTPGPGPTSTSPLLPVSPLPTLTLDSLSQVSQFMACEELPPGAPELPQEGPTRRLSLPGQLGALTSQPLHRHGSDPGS
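U2OS cells transduced with wild-type KCNH2 virus are loaded with FluxOr dye for 45 min, and thallium flux is measured in kinetic reads before and after stimulation buffer. Rate constants are normalized to DMSO controls.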
Giardia killer = Giardia lamblia killing; Giardia lamblia trophozoite viability; activity change, % at 7.66 µM, hits read low; 340,000 compounds, 0.15% hits; in the data active = activity change below about -80%; inconclusive = between about -30% and that limit;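 also: parasites exposed to compound for two days anaerobically before the ATP read; % is scaled to controls: 0 for no effect and ±100 for the full control effect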
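ATP-content bioluminescence gauges trophozoite survival. Cells (100/well) receive compound and incubate anaerobically for 48 hrs at 37 deg C; detection reagent follows for 15-30 min at room temperature.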
AT treatment = potential ataxia-telangiectasia treatments restoring KAP-1 phosphorylation | AID 485349 | 320,000 compounds, 0.19% hits | Potency, µM (titrated, usually from 57.5 µM), for inactives: at the top dose activation, actives largely listed as activators | […] A-T fibroblasts, KAP-1 phosphorylation AlphaLISA; neocarzinostatin DNA damage 30 min before lysis; also: potency is read from the fitted curve at half-maximal effect; % of control where 0% means no effect; nearly all actives have a fitted effect of over 45% in size
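ATM-like activity read as KAP-1 phosphorylation via AlphaLISA donor/acceptor antibody pairs after lysis and 6 hr at 25C. Cells were ATM-null patient fibroblasts ([…], hTERT), dosed 60 min, then exposed to the DSB inducer NCS for 30 min.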
Chronic BCR inh = chronic active BCR signaling inhibition; Potency, µM (top dose mostly 46.1 µM), inactives show at the highest dose ratio change, negative = lower green/red ratio, actives largely listed as inhibitors; 340,000 compounds, 0.05% hits; ABC-DLBCL IkBa-CBG/CBR reporter, luminescence ratio, 4 h; AID 493014; active = well fitted inhibition curve with a large enough effect in the signal ratio, with a control signal flat, not every such curve was filed as active; inconclusive = small, poorly fitted or top-dose-only effect, or effect the other way, or a change in a side signal; the % refers to the signal ratio;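 also: potency is read from the fitted curve at half-maximal effect; plate controls were basal doxycycline-induced cells for no effect and cells given 10 µM MG132 for full effect; MG132 reads +100%, hits lower the ratio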
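TMD8 ABC-DLBCL cells carrying doxycycline-inducible green luciferase fused to IkappaBalpha plus unfused red luciferase were exposed to compounds (up to 46 uM) for 4 hrs at 37C. Activity came from the overlap-corrected green/red luminescence ratio.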
TCR activator = T cell receptor activation. Potency, µM (titrated, usually from 9.22 µM), for inactives: top-dose activation of IL-2 secretion, actives largely listed as activators. primary human leukocytes, anti-CD3, IL-2 HTRF, 48 h. 330,000 tested, under 10 active; also: % of control where 0% means no effect
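Compounds are tested in HTS on primary human leukocytes co-incubated with a-CD3 beads for 48 hr. IL-2 output is measured by time-resolved FRET.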
Tb PFK block = inhibitors of T. brucei phosphofructokinase. O15648. T. brucei PFK, ADP-Glo luminescence. Potency, µM (highest dose often 57.5 µM), inactives show at the top dose activity, negative = inhibition, actives largely listed as inhibitors. 330,000 compounds, 0.17% hits. AID 485367;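 also: potency is read from the fitted curve at half-maximal effect; 0% = uninhibited 1x PFK enzyme wells and -100% = no-enzyme wells; nearly all actives have a fitted effect of over 60% in size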
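Luminescent ADP detection (ADP-Glo, two-step: ATP depletion then ADP-to-ATP conversion for luciferase) reported PFK activity after 45 min room-temperature reaction of 1.25 nM enzyme with 0.5 mM F6P and 0.1 mM ATP at pH 8.0.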
FBPA coupling cs = counter-screen for Giardia aldolase inhibitors: coupling enzyme system | coupling enzyme system counterscreen, AmpLite Red fluorescence | activity change, negative = inhibition, % at 58.2 µM, hits read low | 290,000 compounds, 0.67% hits; in the data active = activity change below about -30%; also: % is scaled to controls: 0 for no effect and ±100 for the full control effect
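Counterscreen lacking aldolase: glyceraldehyde-3-phosphate coupling-enzyme reagent preincubated 10 min at RT with compound (at 57.5 uM final), then substrate/coupling system with AmpLite Red added; fluorescence read at 525/598 nm after 20 min RT.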
An asterisk follows results filed as active; ? = inconclusive; / = no result given; [ ] = remark or other dose. Unless noted, calls follow the shape of the dose curve; as a rule, active = well fitted curve in the direction sought with a large enough effect; inconclusive = small, poorly fitted or top-dose-only effect, or another doubt; inactive = no such curve, though single readings can be large; an effect the other way counts as inactive or inconclusive.

#	Molecule	GALK inh	CXXC DNA block	TSHR antag	hERG WT inh	Giardia killer	AT treatment	Chronic BCR inh	TCR activator	Tb PFK block	FBPA coupling cs
1	Cc1ccc(N(C(=O)Cn2nnc(-c3ccc(F)cc3)n2)C(CC(C)C)C(=O)NCC2CCCO2)cc1 (stereo not drawn)	-3%	-5%	6	9	-4	-5%	12%	-2%	1%	-1
2	O=C(NCc1ccco1)C(c1ccc(F)cc1)N(C(=O)Cc1cccs1)c1cccnc1 (stereo not drawn)	-1%	-2%	-2	-9	4	-7%	3%	7%	0%	4
3	N#Cc1cccc(NS(=O)(=O)c2ccc(S(=O)(=O)N3CCOCC3)cc2)c1	/	/	-2	1	1	9%	0%	3%	-10%	/
4	O=C(CSc1nc2ccccc2o1)N1c2ccccc2Sc2ccc(C(F)(F)F)cc21	1%	5%	7	-11	-6	3%	5%	1%	-3%	-2
5	COc1ccccc1-c1c(C)oc2c(CN3CCN(CCO)CC3)c(O)ccc2c1=O	0%	2%	9	6	-7	-5%	-2%	-2%	-2%	-1
6	O=C(c1cccc(Cl)c1)N1CCCc2ccccc21	-4%	-2%	-3	-2	-22	5%	-3%	/	-1%	0
7	CC1CCCC(C)N1C(=O)CSc1nc2ccccc2c(=O)[nH]1 (stereo not drawn)	-7%	4%	-7	13	-10	3%	?	-4%	-1%	2
8	COc1cccc2c(=O)n(CC(=O)N3CCc4ccccc43)ccc12	-1%	10%	1	-2	28	4%	-2%	-78%	1%	-1
9	CCOCCCNC(=O)c1cc2c(=O)n3cccc(C)c3nc2n1C	1%	7%	-1	-19	9	7%	?	-6%	5%	1
10	O=C(N/N=C/c1ccc(F)cc1)c1cccc(NC(=O)c2ccccc2Cl)c1	-2%	10%	5	-9	-14	-9%	?	5%	2%	0
11	Cc1ccc(CCNC(=O)CNC(=S)N(Cc2ccccc2)Cc2cccnc2)cc1	3%	-4%	-13	3	-10	5%	-8%	0%	0%	3
12	O=C(Cc1cccs1)Nc1nc2c(ccc3ccccc32)s1	-1%	13%	2	14	-8	30%	?	2%	-8%	-28
13	O=C(Nc1ccccc1)C1CCN(C(=O)c2ccc(Br)cc2)CC1	-1%	5%	-8	12	14	3%	0%	1%	1%	0
14	Cc1c[nH]c(=O)c([N+](=O)[O-])c1	2%	0%	3	12	?	-11%	-4%	0%	-3%	0
15	O=C(c1cc2c(=O)n3ccccc3nc2s1)N1CCN(Cc2ccc3c(c2)OCO3)CC1	10%	9%	-4	-15	16	1%	-2%	-2%	0%	1
16	Cc1ccc(CNC(=O)C2CCC(CNc3c(N4CCC(C)CC4)c(=O)c3=O)CC2)cc1 (stereo not drawn)	/	6%	1	13	2	17%	1%	0%	2%	6
17	O=C(C1CCC(=O)N(C2CCCC2)C1)N1CCC(Oc2cccc(F)c2)CC1 (stereo not drawn)	-2%	-4%	-8	1	5	0%	3%	2%	0%	1
18	Cc1ccc([N+](=O)[O-])cc1NC(=O)c1cccnc1	0%	-2%	0	-4	-19	-1%	-1%	4%	-17%	0
19	COc1ccc(CN(CC(=O)NCc2ccco2)C(=O)CCC(=O)Nc2nccs2)cc1	-4%	-4%	-1	5	-3	-3%	-20%	0%[46.1 µM]	0%	-2
20	CC1CCCCN1C(=O)COC(=O)C1CCN(S(=O)(=O)c2c(Cl)cccc2Cl)CC1 (stereo not drawn)	4%	17%	-3	4	6	0%	?	1%	0%	/
21	CCn1c(SCC(=O)N/N=C/c2ccc(C)o2)nnc1-c1ccccc1	1%	0%	11	10	-20	/	5%	3%	2%	1
22	O=Cc1c(NCc2ccc(F)cc2)c2ccccc2[nH]c1=O	-5%	0%	38	-1	7	0%	4%	-6%	-2%	5
23	O=C(CCSCc1ccccc1Cl)NC1CCCC1	-1%	11%	-3	-8	29	-3%	?	3%[46.1 µM]	-1%	-4
24	COc1ccccc1C(C[N+](=O)[O-])c1c(N)n(C)c(=O)n(C)c1=O (stereo not drawn)	/	3%	-39	0	9	24%	?	-4%	8%	3
25	Cc1ccc(Cn2c(N3CCN(CCO)CC3)nc3c2c(=O)n(C)c(=O)n3C)cc1	6%	-3%	3	-8	-6	3%	0%	1%	1%	3
26	COc1cc(OC)cc(C(=O)NC(=S)N2CCN(c3ccc(C(F)(F)F)cc3[N+](=O)[O-])CC2)c1	5%	14%	41	-6	-18	1%	?	-3%	-3%	-5
27	CC12CCC(C(=O)N(CC(O)CN3CCCCCC3)C1=O)C2(C)C (stereo not drawn)	1%	2%	3	1	-27	-3%	0%	0%[46.1 µM]	5%	3
28	O=C(Nc1cccc(-c2csc(Nc3ccc(Cl)cc3)n2)c1)c1cc([N+](=O)[O-])cc(C(F)(F)F)c1	0%	15%	-1	1	-11	45%	?	4%	1%	-3
29	CN(C(=O)c1ccc2c(=O)n3c(nc2c1)CCCCC3)c1ccccc1	-3%	1%	3	1	-2	0%	1%	5%[46.1 µM]	-4%	1
30	CCc1ccc2oc(C(=O)NCC(c3ccc(OC)cc3)N3CCCCC3)c(C)c2c1 (stereo not drawn)	-6%	0%	-4	10	-2	4%	-5%	-7%	-5%	/
31	Cc1[nH][nH]c(=O)c1C(c1ccc([N+](=O)[O-])cc1)c1c(C)[nH][nH]c1=O	1%	-7%	11	-1	-21	6%	-6%	4%	-14%	3
32	CC1=NN(C(=O)COc2ccccc2C)C(O)(c2ccc(Cl)cc2)C1 (stereo not drawn)	0%	-5%	24	-2	10	6%	?	6%[46.1 µM]	1%	2
33	COc1ccc(CC(NC(C)=O)C(=O)NC2CCN(C(=O)C3CCCCC3)CC2)c(OC)c1 (stereo not drawn)	1%	11%	11	-8	-20	-4%	4%	18%	1%	-3
34	CCCCOc1ccc(C(=O)NCC(=O)N(C)CC(=O)Nc2ccc(N3CCOCC3)cc2)cc1	/	/	-14	-4	-12	-5%	0%	6%	9%	/
35	C/C(CC(=O)Nc1ccc2c(c1)OCO2)=N\NC(=O)OC(C)(C)C	1%	-4%	3	-3	-10	-2%	-1%	2%	2%	-1
36	C=CCc1cccc2cc(C(=O)Nc3ccc(S(=O)(=O)Nc4nnc(CC)s4)cc3)c(=O)oc12	-3%	3%	-6	27	-4	1%	-4%	0%[46.1 µM]	-3%	5
37	COc1ccc(NC(=O)CSc2nnc(-c3ccccn3)n2N)cc1	6%	3%	4	-11	-1	1%	5%	1%	-1%	-1
38	COc1ccc(Cl)c(NC(=O)Nc2c(C)n(-c3ccccc3)c(=O)n2C)c1	1%	5%	4	-3	2	3%	14%	-2%	-3%	0
39	CCC(=NCc1ccccc1)c1c(C(F)(F)F)[nH]n(-c2nc3ccccc3s2)c1=O	1%	-7%	-14	-4	1	-2%	?	6%	3%	-6
40	C=CCSc1nnc(Cc2cc(=O)[nH]c(=O)[nH]2)n1-c1cc(C)ccc1C	0%	-4%	0	-16	0	-2%	0%	-29%	-4%	-2
41	COc1ccc(N2C(=O)CC(N3CCC(C(N)=O)CC3)C2=O)cc1 (stereo not drawn)	1%	2%	0	5	6	4%	14%	3%	2%	1
42	COc1ccc(S(=O)(=O)N2CCC(C(=O)N3CCc4ccccc4C3)CC2)cc1C	-4%	-1%	/	38	-1	/	/	0%	/	-2
43	CC(C)c1ccc2c(c1)C(c1ccc(N3CCOCC3)cc1)=NNC(c1cccs1)=N2	/	12%	12	16	0	-14%	?	-2%	1%	-1
44	O=C(N/N=C/c1cc(Cl)cc([N+](=O)[O-])c1O)NC12CC3CC(CC(C3)C1)C2	/	6%	0	-6	-5	2%	0%	-3%[46.1 µM]	-3%	3
45	C/C(=N\NC(=O)c1ccccc1)c1ccc2c(c1)OCO2	0%	-3%	2	34	-10	1%	?	1%	-3%	2
46	O=C(NCCN1CCN(C(=O)c2cccs2)CC1)c1cccs1	1%	-1%	5	12	0	-8%	5%	2%	0%	2
47	CCCn1c(CCC(=O)O)ccc1-c1ccccc1	-1%	-3%	-11	-3	11	2%	-6%	-2%	-3%	1
48	CNc1snc(C)c1C(=O)OC(C)C(=O)Nc1cccc(C)c1 (stereo not drawn)	/	/	-5	-2	-2	19%	-9%	0%	-5%	/
49	CCc1cc2c(cc3c(=O)n(CC(=O)NCCCN(CC)CC)nc(CC)n32)s1	-2%	-6%	5	5	16	3%	0%	0%	3%	3
50	Nc1ccc(N)c(C(=O)O)c1	-1%	?	-4	-3	-18	/	14%	4%	?	-34*
51	COc1cc(OC)c(C(=S)N2CCCC2)cc1OC	-1%	6%	1	5	1	12%	-2%	10%	0%	1

Screening results (PubChem)

An unsorted share of the library. Share with any hit: about 1.6%.
